Assay outcomes deposited in PubChem by Broad Institute.
Mtb BioA inh = inhibitors of Mycobacterium tuberculosis BioA enzyme. 0.096% of 360,000 active. inhibition, % at 9.99 µM. purified M. tuberculosis BioA enzyme, plate reader. AID 602481; in the data active = inhibition above about 40%
Active calls of the source: *. This is a subset (hit frequency here may not be typical).

SMILES	Mtb BioA inh
C[C@H](NC(=O)C[C@@H]1CC[C@@H]2[C@H](COc3ccc(NC(=O)C4CCOCC4)cc3C(=O)N2C)O1)c1ccccc1	-1.8
CN(C)C(=O)c1ccc(-c2ccc([C@@H]3[C@@H](CO)N4CCCCN(C(=O)C5CCCC5)C[C@H]34)cc2)cc1	-1.9
CN1C(=O)c2cc(NC(=O)c3cccc(F)c3)ccc2OC[C@@H]2O[C@@H](CC(=O)NCc3ccccc3)CC[C@@H]21	-1.6
O=C(O)CCCCCCC(=O)Nc1ccc(C2OC(CSCCO)CC(c3ccccc3)O2)cc1 (centres undefined)	0.1
C[C@H](CO)N1C[C@H](C)[C@@H](CN(C)CC2CCCCC2)Oc2ccc(N(C)C)cc2C1=O	0.0
CO[C@H]1CN(C)C(=O)c2cc(NC(=O)Nc3ccccc3)ccc2OC[C@@H](C)N(C(=O)CN(C)C)C[C@@H]1C	-2.0
COCC(=O)N(C)C[C@@H]1Oc2ncc(C#Cc3ccc(F)cc3)cc2C(=O)N([C@@H](C)CO)C[C@H]1C	-0.2
O=C(C[C@H]1C[C@H]2c3cc(NC(=O)c4cccnc4)ccc3O[C@H]2[C@@H](CO)O1)NCC(F)(F)F	24
C[C@H](CO)N1C[C@H](C)[C@@H](CN(C)Cc2ccc(Oc3ccccc3)cc2)Oc2ccc(NS(=O)(=O)c3cccs3)cc2CC1=O	0.2
C[C@H](NC(=O)C[C@@H]1C=C[C@@H](NS(=O)(=O)c2cccc(F)c2)[C@@H](CO)O1)c1ccccc1	-5.4
Cc1noc(C)c1NC(=O)N(C)C[C@@H]1OCCCC[C@@H](C)Oc2ccc(NC(=O)NC3CCCCC3)cc2C(=O)N([C@H](C)CO)C[C@H]1C	0.5
Cc1noc(C)c1NC(=O)Nc1ccc2c(c1)C(=O)N([C@H](C)CO)C[C@@H](C)[C@@H](CN(C)Cc1ccc3c(c1)OCO3)O2	4.9
CC(C)C#Cc1ccc2c(c1)O[C@H](CN(C)C(=O)CN(C)C)[C@@H](C)CN([C@@H](C)CO)S2(=O)=O	-3.4
Cc1noc(C)c1S(=O)(=O)Nc1ccc2c(c1)CC(=O)N([C@H](C)CO)C[C@@H](C)[C@H](CN(C)CC1CC1)O2	5.4
C[C@H]1CCCCO[C@@H](CN(C)Cc2ccc(C(F)(F)F)cc2)[C@@H](C)CN([C@@H](C)CO)C(=O)c2cc(NC(=O)c3ccccc3)ccc2O1	-3.5
Cc1ccc(S(=O)(=O)Nc2ccc3c(c2)C(=O)N([C@H](C)CO)C[C@H](C)[C@H](CN(C)C(=O)Nc2ccc4c(c2)OCO4)OCCCC[C@H](C)O3)cc1	0.8
C[C@H](CO)N1C[C@H](C)[C@H](CN(C)Cc2ccc3c(c2)OCO3)OCCCC[C@H](C)Oc2ccc(NC(=O)Nc3ccccc3)cc2C1=O	-2.5
CNC[C@H]1Oc2cc(C#Cc3ccccn3)ccc2S(=O)(=O)N([C@H](C)CO)C[C@@H]1C	0.2
COc1ccc(S(=O)(=O)N2C[C@@H](O)COC[C@H]3O[C@@H](CC(=O)N[C@@H]4CCN(Cc5ccccc5)C4)CC[C@@H]32)cc1	1.0
C[C@@H]1CCCCO[C@@H](CN(C)S(=O)(=O)c2cccs2)[C@@H](C)CN([C@H](C)CO)C(=O)c2cc(NC(=O)CCCCCC(=O)Nc3ccccc3N)ccc2O1	-0.1
CCC(=O)N[C@H]1CC[C@@H](CC(=O)NCc2ccccc2OC)O[C@@H]1CO	2.6
C[C@@H]1CN([C@@H](C)CO)C(=O)c2cc(/C=C/c3ccccc3)cnc2O[C@@H]1CN(C)C(=O)c1ccncc1	0.2
COC(=O)C[C@H]1CC[C@H]2[C@@H](COc3ccc(NS(=O)(=O)c4cccc(F)c4)cc3C(=O)N2C)O1	-0.3
CC(=O)N1[C@@H](CO)[C@H](c2ccccc2)[C@@H]1CN(CC1CCC1)C(=O)CN(C)C	1.1
C[C@@H]1CN([C@H](C)CO)C(=O)Cc2cc(NC(=O)CCCCCC(=O)Nc3ccccc3N)ccc2O[C@@H]1CN(C)Cc1ccc(-c2ccccc2)cc1	-3.1
CN(C)c1ccc2c(c1)[C@H]1C[C@H](CC(=O)NCc3ccc4c(c3)OCO4)O[C@H](CO)[C@H]1O2	-0.8
CCC(=O)Nc1ccc2c(c1)C(=O)N(C)[C@@H]1CC[C@H](CC(=O)NCCOC)O[C@@H]1CO2	-2.3
C[C@@H]1CN([C@@H](C)CO)C(=O)c2cc(NS(C)(=O)=O)ccc2O[C@H]1CN(C)Cc1ccc2c(c1)OCO2	-2.1
CCC(=O)N1[C@H](CN(CC)C(C)=O)[C@@H](c2ccc(-c3ccccc3)cc2)[C@@H]1CO	4.3
COc1ccc(S(=O)(=O)N2C[C@@H](O)COC[C@@H]3O[C@H](CC(=O)NCCCN(C)C)CC[C@H]32)cc1	1.7
C[C@@H]1CN([C@@H](C)CO)C(=O)c2cccc(NC(=O)Nc3ccccc3)c2O[C@@H]1CN(C)CC1CCCCC1	-0.6
CCC(=O)N1C[C@@H](C)[C@@H](OC)CN(C)C(=O)c2ccc(NC(=O)c3cnccn3)cc2OC[C@@H]1C	4.0
COc1ccccc1NC(=O)N[C@H]1CC[C@@H](CC(=O)N[C@H](C)c2ccccc2)O[C@H]1CO	-0.9
CO[C@H]1CN(C)C(=O)c2ccc(NC(=O)c3ccccc3F)cc2OC[C@H](C)N(C(C)=O)C[C@H]1C	-2.0
COc1ccc(S(=O)(=O)Nc2cccc3c2O[C@H](CN(C)C(=O)Nc2ccccc2)[C@H](C)CN([C@@H](C)CO)C3=O)cc1	-0.6
Cc1ccc(S(=O)(=O)Nc2ccc3c(c2)C(=O)N([C@H](C)CO)C[C@H](C)[C@H](CN(C)S(=O)(=O)c2cccs2)OCCCC[C@@H](C)O3)cc1	-1.9
O=C(CN1CCOCC1)N[C@H]1CC[C@H](CCNC(=O)Nc2cc(F)ccc2F)O[C@@H]1CO	-1.0
O=C(NCC[C@H]1CC[C@@H](NC(=O)C2CCOCC2)[C@@H](CO)O1)c1ccc(F)cc1	0.5
C[C@@H]1CCCCO[C@H](CN(C)Cc2ccc(C(F)(F)F)cc2)[C@H](C)CN([C@H](C)CO)C(=O)c2cc(NS(=O)(=O)c3ccccc3)ccc2O1	5.4
CCCNC(=O)Nc1ccc2c(c1)C(=O)N(C)C[C@@H](OC)[C@H](C)CN(C(=O)C1CC1)[C@H](C)CO2	-0.1
C[C@H](CO)N1C[C@H](C)[C@@H](CN(C)C)Oc2cc(C#Cc3ccc(F)cc3)ccc2S1(=O)=O	0.1
Cc1noc(C)c1NC(=O)N(C)C[C@@H]1Oc2ncc(C#CCN(C)C)cc2C(=O)N([C@H](C)CO)C[C@H]1C	-2.0
O=C(Cc1ccncc1)NCC[C@@H]1CC[C@@H](NC(=O)Nc2ccc(F)cc2)[C@@H](CO)O1	-2.5
Cc1noc(C)c1NC(=O)N[C@@H]1CC[C@H](CC(=O)Nc2ccccc2)O[C@H]1CO	2.7
CCC(=O)N[C@H]1CC[C@@H](CC(=O)NCc2ccccc2OC)O[C@H]1CO	-2.8
C[C@H](CO)N1C[C@H](C)[C@@H](CN(C)CC2CCCCC2)Oc2ccc(NS(=O)(=O)c3ccc(Cl)cc3)cc2C1=O	0.7
COc1ccc(CN(C)C[C@H]2OCCCC[C@@H](C)Oc3ccc(NC(=O)NC4CCCCC4)cc3C(=O)N([C@@H](C)CO)C[C@@H]2C)cc1	-0.5
C[C@H]1CN([C@@H](C)CO)C(=O)c2cc(NC(=O)Cc3ccccc3)ccc2O[C@@H]1CN(C)Cc1ccc(Oc2ccccc2)cc1	1.8
CN1[C@H](C(=O)NC2Cc3ccccc3C2)[C@@H](CO)[C@@H]2Cn3c(ccc(C4=CCCC4)c3=O)[C@@H]21	-1.8
C[C@@H]1CN([C@H](C)CO)C(=O)Cc2cc(NC(=O)Cc3ccccc3)ccc2O[C@H]1CN(C)Cc1ccc(Cl)c(Cl)c1	-0.6

Additional results.
SMILES	Mtb BioA inh
Cc1ccc(-c2ccc3c(c2)O[C@@H](CN(C)C(=O)CN(C)C)[C@H](C)CN([C@@H](C)CO)S3(=O)=O)cc1	-1.3
CCCC(=O)Nc1ccc2c(c1)OC[C@@H](C)N(C(=O)CC)C[C@H](C)[C@H](OC)CN(C)C2=O	-0.4
CNC(=O)C[C@H]1CC[C@H]2[C@H](COc3ccc(NC(=O)Nc4ccc(F)c(F)c4)cc3C(=O)N2C)O1	16
C[C@H]1CN([C@@H](C)CO)C(=O)c2cc(NS(C)(=O)=O)ccc2O[C@@H]1CN(C)S(=O)(=O)c1cccs1	1.2
COc1ccc(-c2cn(CC[C@H]3CC[C@@H](NC(=O)Cc4ccccn4)[C@@H](CO)O3)nn2)cc1	3.7
CO[C@@H](CN(C)C(=O)c1cnccn1)[C@H](C)CN([C@@H](C)CO)S(=O)(=O)c1ccc(Cl)cc1	0.5
CN1C(=O)c2cc(NC(=O)Cc3cccs3)ccc2OC[C@H]2O[C@H](CC(=O)NCc3ccc(-c4ccccc4)cc3)CC[C@H]21	2.2
CN(C)c1ccc2c(c1)[C@@H]1C[C@@H](CC(=O)N3CCc4ccccc4C3)O[C@@H](CO)[C@@H]1O2	-0.2
C[C@@H]1CN([C@@H](C)CO)C(=O)Cc2cc(NC(=O)Cc3ccccc3)ccc2O[C@@H]1CN(C)S(=O)(=O)c1cn(C)cn1	-1.0
C/C=C/c1cnc2c(c1)C(=O)N([C@@H](C)CO)C[C@@H](C)[C@H](CN(C)C(=O)NC1CCCCC1)O2	1.6
Cc1ccccc1S(=O)(=O)N1CCCCN2[C@H](CO)[C@H](c3ccc(-c4cncnc4)cc3)[C@H]2C1	0.1
COc1ccc(NC(=O)Nc2ccc3c(c2)C(=O)N([C@H](C)CO)C[C@H](C)[C@H](CN(C)S(C)(=O)=O)OCCCC[C@@H](C)O3)cc1	-0.7
COc1cccc(CNC(=O)C[C@H]2CC[C@H](NS(=O)(=O)c3ccccc3OC)[C@@H](CO)O2)c1	-5.6
CCC(=O)N1CC[C@@H]2[C@H](CO)Nc3ccc(C#Cc4ccccc4)cc3[C@@H]21	4.4
C[C@H](CO)N1C[C@H](C)[C@@H](CN(C)C)Oc2ccc(NC(=O)Nc3ccc4c(c3)OCO4)cc2C1=O	3.2
O=C(CN1CCOCC1)NCC[C@@H]1CC[C@H](NC(=O)c2ccc3c(c2)OCO3)[C@@H](CO)O1	-1.2
O=C(N[C@H]1CC[C@@H](CCn2cc(C3(O)CCCC3)nn2)O[C@H]1CO)C1CCCCC1	3.6
C[C@H](CO)N1C[C@H](C)[C@@H](CN(C)C(=O)Nc2ccc(F)cc2)Oc2ccc(NS(=O)(=O)c3ccc(Cl)cc3)cc2C1=O	1.3
C[C@H](CO)N1C[C@H](C)[C@H](CN(C)S(C)(=O)=O)Oc2ncc(C#Cc3cccc(F)c3)cc2C1=O	0.9
CC(C)NC(=O)NCC[C@@H]1CC[C@H](NC(=O)CN(C)C)[C@H](CO)O1	-7.1
CNC(=O)C[C@H]1CC[C@H]2[C@@H](COC[C@@H](O)CN2Cc2ccncc2)O1	0.3
C[C@@H]1CCCCO[C@@H](CN(C)C(=O)CCCN(C)C)[C@H](C)CN([C@H](C)CO)C(=O)c2cc(NC(=O)Cc3ccccc3)ccc2O1	2.1
C[C@@H]1CCCCO[C@H](CN(C)C(=O)Nc2ccc(C(F)(F)F)cc2)[C@H](C)CN([C@H](C)CO)C(=O)c2cc(NS(=O)(=O)c3ccccc3)ccc2O1	-1.3
C[C@H]1CN([C@@H](C)CO)C(=O)c2cc(C#CCc3ccccc3)cnc2O[C@@H]1CN(C)C(=O)C1CC1	-0.2
COc1ccc(CN(C)C[C@@H]2Oc3ccc(NS(=O)(=O)c4ccccc4)cc3C(=O)N([C@H](C)CO)C[C@@H]2C)cc1	-1.7
C[C@H]1CN([C@@H](C)CO)C(=O)c2cc(NC(=O)CCC(F)(F)F)ccc2O[C@@H]1CN(C)Cc1ccncc1	-0.3
COc1ccccc1C#Cc1ccc2c(c1)O[C@H](CN(C)C(C)=O)[C@@H](C)CN([C@H](C)CO)S2(=O)=O	2.1
CO[C@@H]1CN(C)C(=O)c2cc(NC(C)=O)ccc2OC[C@@H](C)N(C(=O)Cc2ccccn2)C[C@@H]1C	-0.7
O=C(C[C@@H]1C[C@H]2c3cc(NS(=O)(=O)c4ccc(F)cc4)ccc3O[C@H]2[C@H](CO)O1)NCc1ccc(-c2ccccc2)cc1	0.0
CN1C(=O)c2cc(NC(=O)C3CCCCC3)ccc2OC[C@H]2O[C@@H](CC(=O)NCc3ccccc3F)CC[C@H]21	2.2
COC(=O)[C@H]1[C@H](CO)[C@H]2Cn3c(ccc(-c4ccccc4F)c3=O)[C@@H]1N2Cc1ccncc1	0.2

Copied from the listing, 11 compounds:
SMILES	Mtb BioA inh
CNC(=O)C[C@H]1CC[C@H]2[C@@H](COC[C@@H](O)CN2Cc2ccncc2)O1	0.3
C[C@@H]1CCCCO[C@@H](CN(C)C(=O)CCCN(C)C)[C@H](C)CN([C@H](C)CO)C(=O)c2cc(NC(=O)Cc3ccccc3)ccc2O1	2.1
C[C@@H]1CCCCO[C@H](CN(C)C(=O)Nc2ccc(C(F)(F)F)cc2)[C@H](C)CN([C@H](C)CO)C(=O)c2cc(NS(=O)(=O)c3ccccc3)ccc2O1	-1.3
C[C@H]1CN([C@@H](C)CO)C(=O)c2cc(C#CCc3ccccc3)cnc2O[C@@H]1CN(C)C(=O)C1CC1	-0.2
COc1ccc(CN(C)C[C@@H]2Oc3ccc(NS(=O)(=O)c4ccccc4)cc3C(=O)N([C@H](C)CO)C[C@@H]2C)cc1	-1.7
C[C@H]1CN([C@@H](C)CO)C(=O)c2cc(NC(=O)CCC(F)(F)F)ccc2O[C@@H]1CN(C)Cc1ccncc1	-0.3
COc1ccccc1C#Cc1ccc2c(c1)O[C@H](CN(C)C(C)=O)[C@@H](C)CN([C@H](C)CO)S2(=O)=O	2.1
CO[C@@H]1CN(C)C(=O)c2cc(NC(C)=O)ccc2OC[C@@H](C)N(C(=O)Cc2ccccn2)C[C@@H]1C	-0.7
O=C(C[C@@H]1C[C@H]2c3cc(NS(=O)(=O)c4ccc(F)cc4)ccc3O[C@H]2[C@H](CO)O1)NCc1ccc(-c2ccccc2)cc1	0.0
CN1C(=O)c2cc(NC(=O)C3CCCCC3)ccc2OC[C@H]2O[C@@H](CC(=O)NCc3ccccc3F)CC[C@H]21	2.2
COC(=O)[C@H]1[C@H](CO)[C@H]2Cn3c(ccc(-c4ccccc4F)c3=O)[C@@H]1N2Cc1ccncc1	0.2
